Bioassay records (PubChem BioAssay)
BRCA1 expr act – qHTS Assay to Identify Small Molecule Activators of BRCA1 Expression; AID 624202, 2012; Potency, µM (highest dose often 46.1 µM), without a hit: top-dose activation, hits mostly activators; MCF7-BRCA1-FFLuc reporter, luminescence, 48 h; response scale: scaled: vehicle 0%, 10 µM genistein 100%; 380,000 tested, 1.1% active; further: nearly all actives have a fitted effect of over 80% in size; some results filed as inactive show a strong effect at the top dose
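48 h compound treatment of MCF7-BRCA1-FFLuc cells (phenol-red free MEM, 37 °C), then 15 min with luciferase substrate and luminescence imaging.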
p53 reactivator – qHTS assay for re-activators of p53 using a Luc reporter; H1299 p53-A138V BP100-luciferase reporter, luminescence, 24 h; AID 504706, 2011; Potency, µM (series often up to 92.2 µM), for the others: at the top dose activity change, positive = activation, hits mostly activators; 320,000 tested, 0.063% active; further: % of control where 0% means no effect; nearly all actives have a fitted effect of over 45% in size
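H1299 (p53-null), stable ts p53-A138V + BP100-Luc; 1000 cells/well, Opti-MEM/10% FBS; cpd 4 pt, 1:5; 24 h, 37 deg C, 5% CO2; detection reagent 10 min RT; luminescence.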
MLL CXXC-DNA inh – qHTS Fluorescence Polarization Assay for Inhibitors of MLL CXXC domain - DNA interaction; Histone-lysine N-methyltransferase 2A (Homo sapiens), Q03164; MLL-CXXC / FITC-HOXA9 DNA fluorescence polarization; Potency, µM (doses to about 115 µM), for the others: at the top dose activity change, negative = inhibition, most hits filed as inhibitors; 290,000 tested, 0.037% active; active means well fitted inhibition curve with a large enough effect in the polarisation, with a control signal flat, not every such curve was filed as active; inconclusive means small, poorly fitted or top-dose-only effect, or effect the other way, or a change in a side signal; inactive means no such curve, though single readings can be large or run the other way; the % refers to the polarisation
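Steps: dispense CXXC domain solution (7 uM) → pin compounds or unlabeled HOX-A9 DNA control → 5 min ambient → add FLSN-HOX-A9 solution (50 nM) → spin → 30 min ambient → fluorescence polarization. Tris pH 7.5/NaCl/DTT/BSA buffer.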
FLuc modulator – qHTS profiling assay for firefly luciferase inhibitor/activator using purifed enzyme and Km concentrations of substrates (counterscreen for miR-21 project). purified FLuc, Km substrates, luminescence inhibition. Potency, µM (series often up to 57.5 µM), without a hit: at the highest dose activity change, negative = inhibition, actives largely listed as inhibitors. 360,000 tested, 6.9% active. AID 588342, 2011;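 further: plate controls were vehicle for no effect and reference inhibitor for full effect; nearly all actives have a fitted effect of over 55% in size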
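Purified P. pyralis luciferase (10nM final) with 10uM D-luciferin and 10uM ATP (Km levels) in 50mM Tris acetate pH 7.5, 10mM Mg acetate, 0.01% Tween-20, 0.05% BSA; qHTS 6-point titration, ~60 µM downward; luminescence read.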
RORgamma inh – qHTS for inhibitors of ROR gamma transcriptional activity; Nuclear receptor ROR-gamma (Mus musculus), P51450; Drosophila S2 Gal4-RORgamma UAS-luciferase reporter, 20 h; Potency, µM (top dose mostly 53.6 µM), without a hit: at the top dose activity change, negative = inhibition, actives largely listed as inhibitors; 310,000 tested, 5.4% active; further: on the % scale 0 is the no-effect control and ±100 the full control effect; nearly all actives have a fitted effect of over 60% in size
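Compounds are pin-transferred onto Drosophila Schneider cells expressing a copper-inducible Gal4–ROR gamma transactivation domain fusion. After 1 hr, copper sulfate is added to 700 uM final; luciferase is read 20 hr later.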
NPC1 prom act – qHTS Assay for NPC1 Promoter Activators. Huh7 NPC1 promoter luciferase reporter, 24 h. 320,000 tested, 2.4% active. Potency, µM (doses to about 9.22 µM), for the others: top-dose activation, most hits filed as activators. AID 485313, 2010;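 further: % of control where 0% means no effect; nearly all actives have a fitted effect of over 60% in size; reporter is driven by a mutant NPC1 promoter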
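Luminescence read-out of NPC1 promoter-driven luciferase in stably transfected Huh7 cells; compounds delivered in DMSO and left 24 h at 37C, 5% CO2, qHTS titration format.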
ELG1 genotox – qHTS screen for small molecules that induce genotoxicity in human embryonic kidney (HEK293T) cells expressing luciferase-tagged ELG1. 330,000 tested, 1.3% active. HEK293T ELG1-luciferase reporter, luminescence, 16 h. Potency, µM (highest dose often 46 µM), without a hit: at the top dose activity change, positive = activation, actives largely listed as activators; further: % of control where 0% means no effect; nearly all actives have a fitted effect of over 60% in size
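Genotoxic stress is detected as increased luminescence from luciferase-tagged ELG1 in HEK293T cells, measured with ONE-Glo after a 16 hr treatment at 37 °C.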
uPA surface inh – qHTS for Inhibitors of Cell Surface uPA Generation. cell surface uPA generation assay, qHTS. Potency, µM (highest dose often 38.3 µM), for the others: top-dose activity change, negative = inhibition, most hits filed as inhibitors. 330,000 tested, 0.31% active; active means well fitted inhibition curve with a large enough effect; inconclusive means small, poorly fitted or top-dose-only effect; inactive means no such curve, though single readings can be large or run the other way; tested in mouse RAW 264.7 cells; further: on the % scale 0 is the no-effect control and ±100 the full control effect; nearly all actives have a fitted effect of over 55% in size
Gal4-VP16 FLuc – VP16 counterscreen qHTS for inhibitors of ROR gamma transcriptional activity; Drosophila S2 Gal4-VP16 UAS-luciferase, luminescence, 20 h; Potency, µM (doses to about 53.6 µM), without a hit: at the highest dose activity, negative = inhibition, usual class: inhibitors; 310,000 tested, 3.5% active;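 further: Gal4-VP16 expression switched on by copper sulfate through the metallothionein promoter; on the % scale 0 is the no-effect control and ±100 the full control effect; nearly all actives have a fitted effect of over 50% in size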
Rab9 prom act – qHTS Assay for Rab9 Promoter Activators; Huh7 Rab9 promoter-luciferase reporter, luminescence, 24 h; Potency, µM (titrated, usually from 9.22 µM), without a hit: at the top dose activation, negative = inhibition, hits mostly activators; 320,000 tested, 2.8% active; AID 485297, 2010; further: % of control where 0% means no effect; nearly all actives have a fitted effect of over 60% in size
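Huh7 reporter line, Rab9 promoter upstream of luciferase. Compound exposure 24 h at 37 °C in reduced-serum medium with 10% FBS. Read-out: luminescence.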
MBNL1 CUG block – qHTS Assay for Inhibitors of MBNL1-poly(CUG) RNA binding; Potency, µM (series often up to 57.5 µM), without a hit: top-dose activity change, negative = inhibition, usual class: inhibitors; 280,000 tested, 0.036% active; TR-FRET MBNL1-His/biotin-(CUG)12 binding, 665/545 ratio; Muscleblind-like protein 1 (Homo sapiens), Q9NR56; active means well fitted inhibition curve with a large enough effect in the signal ratio, with a control signal flat, not every such curve was filed as active; inconclusive means small, poorly fitted or top-dose-only effect, or effect the other way, or a change in a side signal; inactive means no such curve, though single readings can be large or run the other way; the % refers to the signal ratio; further: on the % scale 0 is the no-effect control and ±100 the full control effect
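TR-FRET readout: Ex 340 nm, 665/545 nm emission ratio, normalized to buffer-only (basal) and MBNL1-(CUG)12 controls. Complex of MBNL1-His with Biotin-(CUG)12, compounds 92 nM–58 uM, incubated 60 min at room temperature.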
Starred values were filed as active, the others as inactive; ? = inconclusive; · = not tested or not shown; [ ] = remark or other dose. Unless noted, the call rests on the fitted dose curve; in most records, active means well fitted curve in the direction sought with a large enough effect; inconclusive means small, poorly fitted or top-dose-only effect, or another doubt; inactive means no such curve, though single readings can be large; an effect the other way counts as inactive or inconclusive. Potency means the concentration at half of the fitted maximal effect. An excerpt; rates above refer to the full screens.

SMILES	BRCA1 expr act	p53 reactivator	MLL CXXC-DNA inh	FLuc modulator	RORgamma inh	NPC1 prom act	ELG1 genotox	uPA surface inh	Gal4-VP16 FLuc	Rab9 prom act	MBNL1 CUG block
Cc1ncc(CCl)c2c1OC(C)(C)OC2	3.4%	10.2%	44.5%[activator]	-2.2%	32.4%	0.2%	-1.2%	0.8%	-15.3%	-13.0%	-13.8%
CCOC(=O)C(C(C)C)C(N)Cc1ccc(F)cc1 (stereo not drawn)	13.9%	-2.0%	-8.1%	-15.8%	0.6%	0.0%	-6.5%	-4.6%	9.0%	12.6%	?
Cn1c(N)c(C(=O)COC(=O)C2(c3ccc(F)cc3)CCCC2)c(=O)n(C)c1=O	-19.0%	-1.5%	0.7%	-0.3%	7.6%[0.365 µM]	-5.6%	-16.8%	-6.7%	·	-3.6%	-1.5%
COc1ccc(-c2noc(CN(C(=O)c3ccc(OC(C)=O)cc3)C(C)C)n2)cc1OC	-19.2%	-14.6%	19.4%	0.6%	-0.7%	-3.9%	14.7%	3.1%	-11.6%	-6.5%	-4.6%
CCOc1ccc(OCCNC(=O)C(NC(=O)c2c(F)cccc2F)C(C)C)cc1 (stereo not drawn)	-15.4%	-1.2%	·	4.5%	·	-0.1%	0.0%	9.0%	·	-3.1%	·
COc1cccc(CNC(=O)CSc2nnc3c(n2)[nH]c2ccc(C)cc23)c1	-8.6%	3.0%	-0.6%	0.5%	-5.8%	-8.3%	1.7%	0.1%	14.5%	-7.9%	1.4%
Cc1cccc2nc(COc3ccc(Cl)c4cccnc34)cn12	?	8.1%	1.8%	12µM*	-22.3%	21.5%	?	-5.6%	29.2%	?	12.0%
Cn1ccnc1SCC(=O)Nc1cccc(S(=O)(=O)N2CCCCC2)c1	-6.9%	-2.8%	1.2%	-1.3%	23.4%	-2.2%	-5.6%	10.0%	-10.2%	-5.0%	-7.0%
CCCCn1c(-c2cccnc2)nc2cc3[nH]c(=O)c(C(C)C)nc3cc21	0.0%	·	1.0%	-0.1%	17.9%	-1.7%	7.9%	10.8%	-4.5%	-3.2%	?
O=C(NC1(C(F)(F)F)C(=O)Nc2c1c(=O)[nH]c(=O)n2Cc1ccccc1)c1ccc(Cl)cc1 (stereo not drawn)	4.3%	-2.3%	-5.6%	-1.5%	-10.0%	-2.1%	-1.3%	3.6%	10.7%	3.7%	4.2%
COc1ccccc1C(=O)NCCC(=O)N1CC(=O)Nc2ccccc21	-12.5%	0.4%	-0.2%	-0.9%	0.0%	0.8%	2.4%	4.6%	1.2%	8.6%	-16.6%
CC(C)(C)C(=O)Nc1cc(S(=O)(=O)N2CCCCC2)ccc1N1CCCCC1	10.2%	-2.7%	-3.5%	3.0%	21.4%	-4.1%	-7.2%	1.3%	-16.6%	0.4%	1.5%
CCN1CCN(CC(=O)Nc2ccc(C(C)=O)cc2)CC1	2.2%	-2.7%	15.6%	-2.7%	-33.9%	-4.0%	-1.8%	1.8%	-11.9%	0.2%[1.84 µM]	?
CCOc1cc(NC(=S)Nc2ccc(Cl)cc2)c(OCC)cc1NC(C)=O	-21.0%	-4.4%	-3.7%	0.2%	11.2µM*	-5.9%	-4.8%	·	?	-7.1%	-6.9%
CC(Sc1nnc(CNc2cccc3ccccc23)n1-c1ccccc1)C(=O)N/N=C/c1ccco1 (stereo not drawn)	-25.9%	-0.5%	0.2%	-1.4%	1.0%	-0.2%	0.2%	-2.5%	1.1%	-2.8%	0.3%
Cc1noc(C)c1S(=O)(=O)NCc1ccc2c(c1)OCO2	-1.3%	2.2%	-0.5%	1.7%	-2.3%	-1.7%	2.1%	-7.6%	0.5%	-2.6%	-6.4%
Cc1cccc2cc(CN(Cc3ccco3)C(=O)Nc3cccc(C#N)c3)c(Cl)nc12	-60.5%	-5.6%	12.6%	2.7%	27.1%	-5.8%	-10.7%	-3.6%	0.0%	0.5%	-1.3%
COc1ccc(S(=O)(=O)N(CC(=O)NCc2ccco2)C2CCCCC2)cc1OC	3.8%	-1.2%	0.8%	-1.3%	?	-4.4%	-4.0%	-3.1%	-14.4%	-0.3%	-8.3%
Cc1cccc(NC(=O)CSc2nnc(C3CC3)n2CC2CCCO2)c1C (stereo not drawn)	-10.1%	-1.2%	-3.0%	8.5%	-7.6%	-4.0%	-7.0%	0.8%	-1.5%	-2.1%	-1.5%
Cc1csc(NC(=O)CSc2nnc(-c3ccco3)n2C)n1	-2.1%	13.2%	6.0%	2.0%	21.1%	-7.8%	0.5%	-0.8%	0.1%	-3.0%	-5.5%
CC(C)OC(=O)c1c(NC(=O)c2ccco2)sc2c1CCCC2	-7.0%	5.5%	-3.9%	1.0%	?	-4.2%	3.3%	1.6%	20.3%	-5.4%	-4.5%
Cc1oc(-c2ccccc2F)nc1CS(=O)(=O)CC(=O)NCCN(C)C1CCCCC1	-24.7%	3.0%	-0.1%	1.3%	1.1%	1.6%	-6.1%	-28.9%	-4.6%	1.3%	14.4%
O=C(Nc1ccc(N2CCCC2)cc1)c1ccc(Cl)cc1Cl	35.0%	?	-7.0%	-0.2%	15.1%	28.3%	1.6%	-3.4%	23.8%	27.2%	-10.8%
Fc1cccc(/C=N/Nc2cc(N3CCOCC3)ncn2)c1	?	11.4%	-7.3%	4.78µM*	8.6%	1.78µM*	?	15.8%	?	2µM*	-1.7%
O=C(Nc1nnc(Cc2c[nH]c3ccccc23)s1)c1ccc(Cl)cc1Cl	-27.5%	?	7.5%	?	29.4%	0.1%	12.9%	6.3%	2.7%	3.7%	·
Going on with the list.
SMILES	BRCA1 expr act	p53 reactivator	MLL CXXC-DNA inh	FLuc modulator	RORgamma inh	NPC1 prom act	ELG1 genotox	uPA surface inh	Gal4-VP16 FLuc	Rab9 prom act	MBNL1 CUG block
COC(=O)CSc1ccnc2cc(Cl)ccc12	-7.4%	1.0%	37.1%[activator]	-25.8%	6.3%	-7.1%	-2.2%	0.3%	-2.7%	-5.3%	8.4%
CCOC(=O)[C@H]1[C@H]2COc3ccc(C)cc3[C@@H]2N2C(=O)c3cc(Cl)ccc3NC(=O)[C@@]12C	-45.1%	-14.4%	·	0.4%	·	-6.2%	-2.2%	15.6%	·	1.8%	·
COC(=O)/C=C/c1ccc(OC(=O)OC)c(OC(=O)OC)c1	60.6%	2.6%	9.7%	-19.7%	-19.9%	-10.0%	9.5%	-17.7%	?	-11.9%	3.1%
Cc1ccc(NC2(c3nnnn3-c3c(C)cccc3C)CCCCC2)cc1	-32.8%	1.5%	-9.6%	-0.6%	-30.6%	-5.4%	-5.9%	?	?	-5.2%	·
CCOc1ccc(C(C)=O)cc1CSc1nnc(-c2ccncc2)n1CCOC	-20.2%	-1.0%	-6.5%	-1.5%	-2.6%	-5.7%	-4.3%	0.2%	6.9%	-0.1%	-7.7%
CC(CNc1ccccc1O)C(=O)O (stereo not drawn)	-25.4%	4.0%	-8.3%	-13.1%	-9.7%	1.1%	-3.9%	-15.9%	-7.7%	-1.1%	·
Fc1ccc(C2N(c3ccccc3)C(=S)N3CCCN23)cc1 (stereo not drawn)	-14.4%	3.1%	-2.3%	4.1%	28.0%	-0.8%	0.1%	-3.6%	-9.3%	1.2%	-14.5%
CCCCN(CCCC)CC(O)COc1ccccc1C(=O)Nc1ccccc1 (stereo not drawn)	-23.8%	5.5%	0.3%	0.4%	1.7%	-0.5%	-12.0%	0.0%	-0.1%[10 µM]	-1.0%	-6.4%
CCc1ccc(NC(=O)C(=O)c2ccccc2NC(C)=O)cc1	-9.3%	?	·	?	·	1.58µM*	?	-9.8%	·	2.82µM*	·
Cc1c(NC(=O)/C(C#N)=C/c2cccs2)c(=O)n(-c2ccccc2)n1C	-1.9%	-8.4%	-0.4%	0.3%	7.0%	-1.5%	1.6%	3.5%	4.1%	2.5%	?
